# FEN1 inhibitor – qHTS Assay for the Inhibitors of Human Flap endonuclease 1 (FEN1) | P39748 | Recombinant FEN1 flap cleavage, fluorescence, 15 min | Potency, µM (doses to about 114 µM), for the others: at the top dose activity change, negative = inhibition, most hits filed as inhibitors | actives 0.35% (n = 390,000); also: nearly all actives have a fitted effect of over 65% in size
# Target sequence (P39748 whole entry, looked up): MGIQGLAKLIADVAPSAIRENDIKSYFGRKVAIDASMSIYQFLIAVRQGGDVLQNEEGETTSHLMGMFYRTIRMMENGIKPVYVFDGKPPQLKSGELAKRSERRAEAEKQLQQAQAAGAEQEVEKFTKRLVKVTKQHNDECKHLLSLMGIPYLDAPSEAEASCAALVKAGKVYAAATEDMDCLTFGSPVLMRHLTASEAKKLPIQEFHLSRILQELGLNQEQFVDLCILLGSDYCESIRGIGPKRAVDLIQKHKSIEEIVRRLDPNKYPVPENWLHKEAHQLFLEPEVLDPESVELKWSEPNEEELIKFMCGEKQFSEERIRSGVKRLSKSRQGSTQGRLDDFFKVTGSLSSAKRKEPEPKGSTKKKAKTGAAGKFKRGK
#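 Steps: FEN1 (10 nM) dispensed; compound added by pin tool; 15 min at room temperature; substrate added to 50 nM final; reads at 0 min and 15 min; data normalized and fitted (four-parameter Hill).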
# TDP1 block – qHTS Assay for Inhibitors of Tyrosyl-DNA Phosphodiesterase (TDP1) | Tyrosyl-DNA phosphodiesterase 1 (Homo sapiens), Q9NUW8 | AID 485290, 2010 | recombinant TDP1, AlphaScreen DNA substrate cleavage | actives 0.28% (n = 350,000) | Potency, µM (series often up to 130 µM), inactives show at the top dose activity change, negative = inhibition, actives largely listed as inhibitors; also: nearly all actives have a fitted effect of over 40% in size
# Target sequence (Q9NUW8 whole entry, looked up): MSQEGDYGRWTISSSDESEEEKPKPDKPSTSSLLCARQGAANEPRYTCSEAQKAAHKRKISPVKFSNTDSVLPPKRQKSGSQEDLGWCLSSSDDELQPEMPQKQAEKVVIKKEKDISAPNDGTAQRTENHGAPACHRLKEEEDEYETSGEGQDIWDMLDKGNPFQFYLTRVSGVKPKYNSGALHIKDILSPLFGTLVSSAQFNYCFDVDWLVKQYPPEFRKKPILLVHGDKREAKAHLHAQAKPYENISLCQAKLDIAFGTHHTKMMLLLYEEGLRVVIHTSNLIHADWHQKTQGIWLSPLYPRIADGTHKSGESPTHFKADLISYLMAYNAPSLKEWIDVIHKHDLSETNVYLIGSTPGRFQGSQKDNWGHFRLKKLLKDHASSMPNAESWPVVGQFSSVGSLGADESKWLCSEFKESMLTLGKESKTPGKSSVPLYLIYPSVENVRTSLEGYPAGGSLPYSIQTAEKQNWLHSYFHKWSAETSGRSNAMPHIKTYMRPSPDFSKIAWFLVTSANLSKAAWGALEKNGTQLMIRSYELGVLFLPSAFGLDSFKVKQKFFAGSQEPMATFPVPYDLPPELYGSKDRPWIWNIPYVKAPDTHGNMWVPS
#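 AlphaScreen read-out: signal falls as enzyme removes the 3' tyrosine-FITC from a 5'-biotinylated DNA oligo (15 nM, 5 min, RT). Enzyme was E. coli-made recombinant Tdp1 at 1 nM, exposed to compound for 15 min beforehand; beads 10 ug/ml, 10 min.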
# N370S GC mod – qHTS Assay for Inhibitors and Activators of N370S glucocerebrosidase as a Potential Chaperone Treatment of Gaucher Disease | actives 0.092% (n = 330,000) | AID 2101, 2009 | Potency, µM (highest dose often 59.4 µM), for the others: at the highest dose activity change, negative = inhibition, hits mostly inhibitors | N370S GC spleen homogenate, 4MU-glucoside fluorescence | Lysosomal acid glucosylceramidase (Homo sapiens), P04062;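 also: 0% = full enzyme activity and -100% = no enzyme basal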
# * = called active by the depositor; u = inconclusive; x = not tested or not shown; & = joins results of further samples; [ ] = remark or other dose. Calls follow the shape of the dose curve; as a rule, active = well fitted curve in the direction sought with a large enough effect; inconclusive = small, poorly fitted or top-dose-only effect, or another doubt; inactive = no such curve, though single readings can be large; an effect the other way counts as inactive or inconclusive. Unless noted, % is scaled to controls: 0 for no effect and ±100 for the full control effect; potency is read from the fitted curve at half-maximal effect. Only part of the results is shown (hit frequency here may not be typical).
1) C[C@@H]1C[C@H]2CC[C@H](O2)[C@H](C)C(=O)O[C@@H](C)C[C@@H]2CC[C@@H](O2)[C@@H](C)C(=O)O[C@H](C)C[C@H]2CC[C@H](O2)[C@H](C)C(=O)O[C@@H](C)C[C@@H]2CC[C@@H](O2)[C@@H](C)C(=O)O1
2) CCN1CCc2ccccc2C1
3) CNC(=O)[C@H]1C[C@@H]1[C@H](NP(=O)(c1ccccc1)c1ccccc1)c1ccccc1
4) CC(CCC(=O)O)C1CCC2C3CC[C@H]4CC(O)CC[C@@]4(C)C3CC[C@@]12C (stereo partly drawn)
5) CN=C(SCc1cc2c(cc1Cl)OCO2)c1c(O)n(C)c(=O)n(C)c1=O
6) CN1C(=O)CCS(=O)(=O)C1c1ccc(Cl)cc1 (stereo not drawn)

Assay by compound,1,2,3,4,5,6
N370S GC mod,-4%,-4%,-8%,-14%,1%,-4%&3%&18%
FEN1 inhibitor,x,1%,x,x,-3%,x
TDP1 block,8%,4%,6%,-5%[56.1 µM],u,10%[56.1 µM]

7) CCc1cc2c(N3CCN(C)CC3)ncnc2s1
8) CCC(=NCCCN(CC)CC)c1c(O)n(C2CCCCC2)c(=O)[nH]c1=O
9) O=Cc1c(C(=O)O)n(Cc2ccc(Cl)cc2)c2ccccc12
10) OC1(c2ccc(F)cc2)CC2CCC(C1)N2Cc1nnnn1C1CCCCC1 (stereo not drawn)
11) Cc1cccc(C)c1OP(N)(=O)Oc1c(C)cccc1C
12) COC(=O)C1=C(c2cccc(OCc3ccccc3)c2)C[C@@H]2CC[C@H]1N2C(=O)NCCN1CCOCC1

Assay by compound,7,8,9,10,11,12
N370S GC mod,-4%,0%,16%,5%,-3%,x
FEN1 inhibitor,-13%,-2%,4%,0%,16%,7%
TDP1 block,7%,4%,-9%,1%,3%,1%

13) CCCCCCN1CCN(c2ccccc2Cl)CC1
14) Oc1cccc(/C=N/NP(=S)(c2ccccc2)c2ccccc2)c1
15) Clc1ccc(C(c2ccccc2Cl)C(Cl)(Cl)Cl)cc1 (stereo not drawn)
16) Cl/C=C/Cl
17) Clc1ccc(C(c2ccc(Cl)cc2)C(Cl)(Cl)Cl)cc1
18) COc1cc(N2CCOCC2)ccc1/C=C1\C(=O)NC(=O)N(C2CCCCC2)C1=O

Assay by compound,13,14,15,16,17,18
N370S GC mod,-8%,x,2%,-8%,0%&24%,-1%
FEN1 inhibitor,4%,u,x,x,x,-2%
TDP1 block,-1%,-1%,-1%,10%,4%,-9%

19) Cc1c(C(=O)N2CCC3(CC2)OCCO3)oc2ccc(S(=O)(=O)N3CCOCC3)cc12
20) CC(=O)N1CC(=O)Nc2ccc(F)cc2C1c1ccccc1 (stereo not drawn)
21) Cc1cccc(N2C(=O)NC(=O)/C(=C\c3cccn3-c3ccc(Cl)cc3)C2=O)c1
22) CC(C)OC(=O)Nc1ccc(N=C(N)N[N+](=O)[O-])cc1
23) CCN(CC)CCCN=Cc1c(O)n(CCc2ccc(F)cc2)c(=O)[nH]c1=O
24) O=[N+]([O-])c1cccc(C2N3CCCN23)c1 (stereo not drawn)

Assay by compound,19,20,21,22,23,24
N370S GC mod,-1%,-1%,x,8%,19%,-2%
FEN1 inhibitor,-11%,1%&12%,17%,-14%,-5%,5%
TDP1 block,-5%,3%,0%,-3%,-4%,-8%

25) CC(C)CC(NP(=O)(O)O[C@@H]1O[C@@H](C)[C@H](O)[C@@H](O)[C@H]1O)C(=O)NC(Cc1c[nH]c2ccccc12)C(=O)O (stereo partly drawn)
26) COc1ccc2[nH]c(C)c(CCNCc3cc(OC)c(OC)c(OC)c3)c2c1
27) CCCCn1c(=O)c(C(=O)NCc2ccccc2)c(O)c2ccccc21
28) CCc1ccccc1NC(=O)Nc1cc(C(=O)NCc2ccc(C(C)C)cc2)ccc1N1CCCC1
29) Nc1c2c(nc3ccccc13)CCN(Cc1ccccc1)C2
30) Cc1cccnc1-n1c(-c2ccco2)nc2ccccc2c1=O

Assay by compound,25,26,27,28,29,30
N370S GC mod,u,-3%,-11%,x,1%,-8%
FEN1 inhibitor,u,-9%,2%,33%[activator],u,2%
TDP1 block,7%[56.1 µM],5%,x,-1%,x,7%

31) COC(=O)C1=C(c2ccc(F)cc2F)C[C@@H]2CC[C@H]1N2C(=O)NC1CCCCC1
32) Cc1nn(Cc2ccccc2)c(Cl)c1C(=O)OCC(=O)N1CCCC1
33) COc1ccc(C[C@@H]2c3cc(O)c(OC)cc3CCN2C)cc1O
34) C[N+]1([O-])[C@@H]2CC[C@H]1CC(OC(=O)[C@@H](CO)c1ccccc1)C2 (stereo partly drawn)
35) CN(C)CCN=Cc1c(O)n(Cc2ccco2)c(=O)[nH]c1=O
36) O=C(Cn1c2c(c(-c3ccccc3Cl)cc1=O)CCC2)N1CCC2(CC1)OCCO2

Assay by compound,31,32,33,34,35,36
N370S GC mod,x,5%,4%,-2%[21.6 µM],-17%,10%
FEN1 inhibitor,-4%,3%,9%,x,6%,11%
TDP1 block,1%,-1%,3%,13%[21 µM],6%,-8%

37) Cc1ccc(Cl)cc1-n1c(O)c(C=NCCCN2CCOCC2)c(=O)[nH]c1=O
38) Cc1ccc(N2C(=O)NC(=O)/C(=C/c3ccc(OC(=O)c4cccs4)cc3)C2=O)cc1
39) NCC(CS(=O)(=O)O)c1ccc(Cl)cc1 (stereo not drawn)
40) CCCCC(=O)Cl
41) CCN(CC)c1ccc(CN(C)CCc2ccc(OC)c(OC)c2)cc1
42) ClCCBr

Assay by compound,37,38,39,40,41,42
N370S GC mod,5%,0%,10%,17%,-5%,-3%
FEN1 inhibitor,-2%,15%,x,x,2%,x
TDP1 block,5%,x,-9%,8%,1%,4%

43) O=C(c1csc2c1CCCCC2)N1CCC2(CC1)OCCO2
44) O=C(NCc1ccc(C(=O)N2CCC3(CC2)OCCO3)cc1)c1cccc(Br)c1
45) COc1cccc(CNCCc2cccc(F)c2)c1OC
46) COC(=O)NC(=S)Nc1ccccc1NC(=S)NC(=O)OC
47) O=C(c1ccc(Br)cc1)C12CN3CN(CN(C3)C1)C2
48) CC(=O)OC1C[C@H](O[C@@H]2C(O)C[C@H](O[C@@H]3C(O)C[C@@H](OC4CC[C@]5(C)C(CCC6C5CC(O)[C@@]5(C)C(C7=CC(=O)OC7)CC[C@@]65O)C4)OC3C)OC2C)O[C@H](C)[C@H]1O[C@H]1OC(CO)C(O)C(O)C1O (stereo partly drawn)

Assay by compound,43,44,45,46,47,48
N370S GC mod,30%,7%,-1%,5%&5%,2%,-7%
FEN1 inhibitor,-7%,-9%,25%,12%,-8%,x
TDP1 block,-4%,4%,x,9%[56.1 µM],5%,10%[56.1 µM]

49) Clc1ccc2c(c1)C(c1ccccc1Cl)=NCc1nncn1-2
50) CCOP(=O)(OCC)Oc1cc(C)c(N(C)C)c(C)c1
51) Cc1[nH]c2ccc(OC(F)(F)F)cc2c1CCNCc1ccc(Cl)cc1
52) COc1ccc2c(c1)c(CCN)c(C)n2Cc1ccccc1
53) CCC1(c2ccccc2)CCC(=O)NC1=O (stereo not drawn)
54) COc1ccc(NC(=S)NC(NC(=O)CF)C(Cl)(Cl)Cl)c([N+](=O)[O-])c1 (stereo not drawn)

Assay by compound,49,50,51,52,53,54
N370S GC mod,0%,7%,u,-6%,-15%,-2%
FEN1 inhibitor,6%,11%,-19%,-3%,x,2%
TDP1 block,0%,0%,x,x,5%,3%

55) C[C@@H]1C[C@@H]([C@H](O)CC2CC(=O)NC(=O)C2)C(=O)[C@@H](C)C1
56) O=[N+]([O-])c1ccc(N2CCCC2)c2ccncc12
57) COC(=O)[C@@H]1C[C@@]2(O)[C@H](O)[C@H](O)[C@H](O)C[C@H]2N1Cc1cccnc1
58) CCCCN1C(=O)/C(=C/c2ccc(N3CCCCCC3)cc2)C(=O)NC1=S
59) CCOC(=O)C1C(=O)NC2(C)CC1c1cc(OC)ccc1O2 (stereo not drawn)
60) CN1CCC(c2c[nH]c3ccccc23)C1 (stereo not drawn)

Assay by compound,55,56,57,58,59,60
N370S GC mod,-4%&14%&5%,12%,-10%,25%,8%,-18%
FEN1 inhibitor,-19%,5%,x,x,13%,17%
TDP1 block,2%,7%,3%,1%,1%,x

61) O=C(CCN1CCOCC1)NCC(=O)Nc1ccc(Br)cc1C(=O)c1ccccc1
62) O=C1NC(=O)C(=CN2CCc3ccccc32)C(=O)N1
63) CCC1(OC(=O)CN)C(=O)OCc2c1cc1n(c2=O)Cc2cc3ccccc3nc2-1 (stereo not drawn)
64) C=CCn1c(O)c(C(C)=O)c(=O)[nH]c1=O (tested in a mixture with another compound)
65) Cc1cnc2c(C(=O)O)c(Cl)ccc2c1
66) CCCCc1ccc2[nH]cc(CCN)c2c1

Assay by compound,61,62,63,64,65,66
N370S GC mod,-3%,1%,u,-15%,-4%,-7%
FEN1 inhibitor,3%,-15%,-1%,-5%,x,-9%
TDP1 block,2%,-2%,0%,2%,9%,-7%

67) Cc1ccccc1N1C(=O)NC(=O)/C(=C\c2ccc3c(c2)CCCN3Cc2ccccc2)C1=O
68) CCC(C(=O)Nc1ccccc1F)N1C(=O)CN=C(c2ccccc2)c2ccccc21 (stereo not drawn)
69) CCOC(=O)C(C)Oc1cc(C)cc2oc(=O)c3c(c12)CCCC3 (stereo not drawn)
70) O=[N+]([O-])c1cc(S(=O)(=O)c2ccc(O)c([N+](=O)[O-])c2)ccc1O
71) Cc1cc(C)c(Cn2c(C(=O)O)c(C=O)c3ccccc32)c(C)c1
72) CN1C(=O)N(C)C(=O)C(CCc2ccncc2)(Cc2ccc3c(c2)OCO3)C1=O

Assay by compound,67,68,69,70,71,72
N370S GC mod,7%,x,u,u,2%,1%
FEN1 inhibitor,-36%,-14%,-23%,u,-9%,-3%
TDP1 block,0%,-7%,6%,x,0%,1%

73) O=C(CN1C(=O)CCSc2ccccc21)N1CCC2(CC1)OCCO2
74) C=C1C2C[C@@]3([C@@H]1O)[C@@H](C[C@@H]2O)[C@@]12C4[C@@H]3C[C@@H]1[C@@](C)(CC[C@@H]2O)CN4CC
75) O=C(O)c1ccc(/C=C/c2nc3ccccc3c(=O)n2-c2ccc(Br)cc2)cc1
76) Clc1cc(I)cc(Cl)c1NC1=NCCN1
77) Cc1ccc([N+](=O)[O-])cc1
78) O=c1c2ccccc2nc(/C=C/c2ccc([N+](=O)[O-])o2)n1-c1ccc(O)cc1

Assay by compound,73,74,75,76,77,78
N370S GC mod,-2%,-2%,-1%,-4%,-4%,1%
FEN1 inhibitor,-14%,18%,-2%,-8%,-10%,-3%
TDP1 block,0%,x,0%,10%[56.1 µM],1%&1%,-2%

79) COc1cc(N2C(=O)CC(=O)NC2=O)cc(OC)c1OC
80) Cc1cc(C(=O)CS(=O)c2ccc(F)cc2)cc(C)c1OC(=O)N(C)C (stereo not drawn)
81) COc1ccccc1-n1c(/C=C/c2ccccn2)nc2ccccc2c1=O
82) Cc1ccc(CN2CCCC(C(=O)c3cccc(C(F)(F)F)c3)C2)o1 (stereo not drawn)
83) CC1(C)C(C(=O)N2CCN(C(=O)c3ccccc3)CC2)C1(C)C
84) CCCCn1c(O)c(C(C)=NCCCN(CC)CC)c(=O)[nH]c1=O

Assay by compound,79,80,81,82,83,84
N370S GC mod,2%,-7%,1%,-1%,-3%,-1%
FEN1 inhibitor,-12%,-13%,3%,-14%,21%,-3%
TDP1 block,x,-9%,x,6%,3%,-1%
